bCat nuc transl = beta-catenin nuclear translocation modulation; actives 0.3% (n = 190,000); nuclear translocation activity, % at 5 µM; HeLa beta-catenin nuclear translocation, immunofluorescence imaging;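 active = nuclear translocation activity above 50% at 5 µM, with a well cell count of 50 or more; inconclusive = wells under 50 cells across six images, flagged as toxic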;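 also: per-cell ratio of nuclear to cytoplasmic median beta-catenin stain intensity; plate controls were DMSO negative control for no effect and GSK-3 inhibitor IX positive control for full effect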
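Test system: human HeLa cells, native beta-catenin. Compound dosing: 5 µM primary single dose, 0.1% DMSO, 0.02–20 µM confirmation series. Incubation: compound exposure 24 h at 37°C. Detection: beta-catenin immunostaining with DAPI counterstain, 20x imaging, 6 fields/well. Read-out basis: Nuclear/cytoplasmic beta-catenin signal ratio, % activation.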
MT stabilizer = stabilizes microtubules in HeLa cells | HeLa tubulin immunostaining HCS, 24 h; share of cells brighter than vehicle mean+2SD | % tubulin-high responders, % at 10 µM | actives 0.83% (n = 200,000) | AID 2205;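 active = plate Z-score above 3 for both tubulin-high and condensed-nucleus cell shares, with cell loss under 80%, at 10 µM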;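 also: anti alpha tubulin signal scored within the nucleus-defined area of each cell; some results filed as inactive read as strong as hits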
HIV peptide binding = cell-free HIV fusion peptide-binding blockers – biochemical, uHTS, fluorescence dequenching, primary screen (AID 1986); cell-free peptide binding, fluorescence dequenching, 30 min; higher % means a stronger effect; inhibition, % at 20 µM; hits with a dose series show IC50 in µM; actives 0.3% (n = 290,000); in the data active = inhibition mostly above about 52%, no sharp cut-off; inactive = mostly below about 76%; also: some results filed as inactive read as strong as hits
Insulin prom up = MIN6 insulin promoter up-regulation | MIN6 insulin promoter-GFP reporter, high-content imaging; stronger effect = higher value | z-score at 5 µM | actives 0.3% (n = 190,000) | AID 1625;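 active = z-score above 3 at 5 µM with at least 500 cells counted in the well; inconclusive = wells under 500 cells, flagged as cytotoxic or low count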
Dynein cargo inh = blocks dynein driven cargo transport along microtubules; 3617.4 mouse cells, GR-EGFP nuclear translocation imaging; test concentration mostly 20 µM; stimulated with dexamethasone, 1 µM; stronger effect = lower value; z-score, hits read low; actives 0.47% (n = 220,000); AID 1381;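 active = plate z-score of nuclear minus cytoplasmic receptor signal below a set negative limit, without overly bright fluorescence or cell loss, cut at about -3.5 in these data, passing the limit was not always enough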;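 also: z-score of nuclear minus cytoplasmic ring GR-EGFP intensity difference per well; some compounds called inactive have numbers as strong as hits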
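Buffer or medium – tet-free medium with charcoal-stripped serum · Signal – automated 10x imaging of fixed Hoechst-stained cells · Also added – dexamethasone agonist, 1.0 µM final, for 30 min · Incubation – induction 48 h, compound 1 h, agonist 30 min · Read-out – GR-EGFP nuclear translocation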
Autophagy mod = autophagy modulation, high-content screen; MEF GFP-LC3 puncta imaging; test concentration mostly 10 µM; actives 0.98% (n = 190,000); calls only at 10 µM (by protocol); AID 463193;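 active = percentage of spot-positive cells more than 3 SD above its plate mean, without a fluorescence outlier flag or 80% toxicity; inconclusive = no clear call, values can overlap the other calls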;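 also: spot-positive cell cutoff set from DMSO-treated cells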
WT yeast gro inh = growth inhibition of WT yeast, mitochondrial fusion screen; inhibition, % at 10 µM; mitochondrial fusion phenotypic screen, WT strain; AID 1362; actives 2.1% (n = 190,000); in the data active = inhibition above about 58%; tested in S. cerevisiae
AID2073 = inhibitors of Mint1-CaV2.2 protein interaction, biochemical, HTRF (AID 2073) | actives 0.19% (n = 290,000) | HTRF protein-protein interaction, Mint1-CaV2.2; higher % means a stronger effect | inhibition, % at 20 µM, or IC50 in µM where a hit was titrated; in the data active = inhibition mostly above about 51%, no sharp cut-off; inconclusive = no clear call, values can overlap the other calls; inactive = mostly below about 53%; also: some results filed as inactive read as strong as hits
Yfh1-off respiration = mitochondrial function rescue without frataxin homolog – Friedreich's ataxia, plus single-dose screen, dose response (AID 1465); fold induction at 50 µM, or EC50 in µM where a hit was titrated; actives 0.074% (n = 220,000); S. cerevisiae Yfh1-off respiration, WST-1 reduction, 72 h; higher fold induction means a stronger effect;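 active = fold induction of absorbance versus untreated yeast above a set limit, then at least 30% activation at any dose in follow-up; inconclusive = repeats straddling the limit, or above it without dose testing; inactive = fold induction below the set limit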;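 also: activators that raise dye reduction in frataxin-depleted yeast; strong numbers were not always called active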
WT yeast gro inh mutant strain = second read-out of WT yeast gro inh, no call of its own (marks repeat the call); inhibition, %; mitochondrial fusion phenotypic screen, mutant strain inhibition
Dynein cargo inh cytoplasmic EGFP = second read-out of Dynein cargo inh, no call of its own (marks repeat the call); z-score; measured here: cytoplasmic GR-EGFP intensity; stronger effect = higher value
Dynein cargo inh nuclear GR-EGFP = further read-out of Dynein cargo inh, marked with its call; z-score; measured here: nuclear GR-EGFP intensity;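 lower value marks the stronger effect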
Dynein cargo inh cell count = recorded beside Dynein cargo inh, whose call it bears; z-score; measured here: cell count per field
Insulin prom up cell count = recorded beside Insulin prom up, whose call it bears; cell count; measured here: cytotoxicity, nuclei count;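 total cells summed across four imaged fields per well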
bCat nuc transl cell count 5 µM = also measured in bCat nuc transl; calls as there; cell count; measured here: cell count, cytotoxicity flag
MT stabilizer Hoechst-high % = recorded beside MT stabilizer, whose call it bears; % Hoechst-high responders; measured here: nuclear condensation Hoechst responders;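 share of cells brighter than vehicle mean plus two SD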
MT stabilizer cytotoxicity % = also measured in MT stabilizer; calls as there; toxicity, %; measured here: cytotoxicity by cell density;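 0% = mean cell density of plate MIN control wells and 100% = no cells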
Autophagy mod cell loss 18 h = also measured in Autophagy mod; calls as there; toxicity, %; measured here: cell loss, nuclei count;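 cell loss after 18 h compound exposure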
* marks the source's active call; other numbers are inactive results; i = inactive; u = inconclusive; x = not tested or not shown; + = active, no number.

SMILES	bCat nuc transl	bCat nuc transl cell count 5 µM	MT stabilizer	MT stabilizer Hoechst-high %	MT stabilizer cytotoxicity %	HIV peptide binding	Insulin prom up	Insulin prom up cell count	Dynein cargo inh	Dynein cargo inh cytoplasmic EGFP	Dynein cargo inh nuclear GR-EGFP	Dynein cargo inh cell count	Autophagy mod	Autophagy mod cell loss 18 h	WT yeast gro inh	WT yeast gro inh mutant strain	AID2073	Yfh1-off respiration
O=C(COC(=O)Cc1ccc(Cl)cc1)Nc1ccccc1F	-0.5	1080	5.9	2.4	6.4	-3.0%	0.98	1240	-0.0015	-0.34	0.3	0.57	i	-7	2	4	-1%	i
O=C(COC(=O)c1cc(=O)[nH]c(=O)[nH]1)Nc1cccc(S(=O)(=O)N2CCCCC2)c1	-1.6	1085	1.6	2.2	4.5	1.3%	0.53	1634	1.7	-0.16	0.78	-1.3	i	-13	-24	1	10%	i
CC1=C(C(=O)Nc2ccc(C)cn2)C(c2cnn(C)c2)C2=C(CCCC2=O)N1 (stereo not drawn)	x	x	4.6	3.0	4.2	-2.6%	0.05	1328	-1.1	0.13	-0.72	0.93	i	-6	-8	12	10%	i
CCOc1ccc(/C=C/C(=O)Nc2ccccc2C(F)(F)F)cc1	1.1	1131	2.1	2.8	10	-2.7%	0.12	1353	0.15	-0.25	0.12	-0.32	i	9	-12	5	3%	i
COc1cc(OC)c(N(C)S(=O)(=O)c2cccc(C(=O)OCC(=O)c3c[nH]c4ccccc34)c2)cc1Cl	-4.8	575	3.1	2.2	3.1	3.8%	-0.02	1193	0.9	-0.29	0.14	-0.48	i	8	15	-4	25%	i
COc1ccccc1C(=O)C1CCCN(C(=O)c2cc(C(C)C)no2)C1 (stereo not drawn)	-1.6	1072	5.0	1.9	8.9	-1.5%	x	x	0.27	-0.3	0.54	-0.0049	i	-6	2	5	12%	i
Clc1ccc(/C=N/NC2=Nc3cccc4cccc2c34)cc1	-0.2	1051	7.3	2.4	7.7	44%	2.3	1441	-1.1	-0.075	-0.78	0.51	+	4.7*	-5	11	-2%	i
O=C(NC(=S)Nc1cccc(Cl)c1N1CCCCC1)c1ccco1	3.5	1379	39*	13*	48*	3.1%	-0.7	1611	3.1	-0.18	0.63	-1.6	i	13	9	-1	10%	i
Cc1ccc(S(=O)(=O)NC(=O)Nc2nnc(C)s2)cc1	1.4	1067	1.6	1.1	4.2	-1.1%	-0.22	1757	-0.71	-0.17	-0.62	0.73	i	-6	-2	50	4%	i
COc1cc(NC(=O)c2cccs2)c(OC)cc1NC(=O)c1ccco1	0.6	466	3.2	1.5	9.3	-1.4%	1.2	1188	0.25	-0.31	0.65	0.76	i	13	5	-3	6%	i
O=C(CCNC(=O)c1ccco1)Nc1cccc(Br)c1	0.4	1038	4.7	3.9	8.2	0.2%	-0.16	1336	-0.54	-0.25	-0.066	-0.35	i	-6	0	6	11%	i
CCc1c(O)nc(SCC(=O)Nc2ccc(C)cc2)n(C2CCCCC2)c1=O	-6.2	1212	2.4	3.4	1.6	8.5%	0.11	1198	-0.64	-0.23	-0.53	0.64	i	6	-8	-7	-9%	i
CCOC(=O)c1ccc(-c2ccc(C3Nc4ccccc4C(=O)N3O)o2)cc1 (stereo not drawn)	4.7	512	1.8	2.2	4.1	15%	-0.52	1113	0.2	-0.25	0.1	-0.57	i	-6	-2	-6	29%	i
COc1ccc(CCCC(=O)NCc2ccccc2)cc1C	26	394	4.4	14	16	-2.8%	0.14	1424	-0.38	-0.29	-0.46	0.89	i	-5	-8	-11	0%	i
COc1cc(C(=O)N(CCc2ccccc2)C2CC3CCC(C2)N3C)cc(OC)c1OC (stereo not drawn)	-5.5	1210	3.4	2.5	5.1	-1.1%	0.09	1290	-2.7	-0.18	-0.86	0.17	i	9	0	8	-2%	i
O=C(N/N=C/c1ccc[nH]1)c1ccccc1O	1.2	978	2.8	3.0	1.8	10%	-1.9	703	-0.29	-0.29	0.31	0.42	i	-6	2	-1	9%	i
CCOC(=O)C1CCN(C(C(=O)Nc2ccc3c(c2)OCCO3)c2ccccc2)CC1 (stereo not drawn)	x	x	13	0.9	1.4	0.7%	x	x	2.4	0.21	1.5	-0.72	i	3	-2	-8	u	i
Cc1ccc(N2C(=O)C(NC(=O)c3ccccc3)(C(F)(F)F)C3=C2CC(C)(C)CC3=O)cc1 (stereo not drawn)	-1.4	994	1.6	1.7	14	0.1%	0	1386	1.2	-0.23	0.67	-1.1	i	-2	0	5	5%	i
O=C(CCCOc1ccccc1)NC1CCCc2ccccc21 (stereo not drawn)	2.5	915	5.2	2.8	3.6	-1.5%	0.38	1295	-0.64	-0.2	-0.62	0.81	i	-10	-21	-8	-4%	i
COC(=O)c1ccc(NC(=O)C2CCN(S(C)(=O)=O)CC2)cc1	-6.0	991	6.6	3.7	1.0	0.5%	0.22	1305	-0.59	-0.16	-0.12	0.52	i	8	-19	2	-8%	i
CN1CCc2cc(Cl)c(O)cc2[C@@H](c2ccccc2)C1	-1.7	1101	x	x	x	-0.5%	0.55	1501	x	x	x	x	x	x	-1	1	7%	i
NC(=O)c1sc2nc3c(c(-c4ccco4)c2c1N)CCC3	x	x	3.7	3.9	3.5	38%	-0.12	1154	2	-0.17	1.3	-1.7	i	-5	-11	11	28%	i
CC(C)c1ccc(N2C(=O)CC(NNC(=O)c3ccccc3Cl)C2=O)cc1 (stereo not drawn)	-1.2	1323	x	x	x	-1.1%	0.42	1209	-0.41	-0.25	0.23	-0.33	x	x	x	x	17%	i
O=C(N/N=C/c1ccc2ncccc2c1)c1cc(-c2cccs2)nc2ccccc12	1.2	1262	x	x	x	-0.4%	0.04	885	2.4	-0.21	1.8	-1.6	x	x	x	x	34%	i
CN(C)S(=O)(=O)c1ccc(NC(=O)/C=C/c2ccccc2Cl)cc1	2.0	1128	2.9	2.8	4.7	1.2%	-1.1	1378	-0.59	-0.22	-0.49	-0.07	i	10	-3	35	6%	i
CCCc1cc(C(=O)N2CCCC(C(=O)c3cccc4ccccc34)C2)n(C)n1 (stereo not drawn)	-1.4	1012	4.1	1.9	2.1	1.2%	-1.3	1501	-0.44	-0.31	-0.16	0.58	i	10	4	7	22%	i
COc1ccc(C(C(=O)NC2CCCC2)N(C(=O)c2ccco2)c2ccc(OC)c(OC)c2)cc1 (stereo not drawn)	-2.0	1131	3.4	1.5	5.3	1.3%	0.04	1171	-0.78	0.6	-0.72	0.55	i	-2	-5	-7	-17%	i
CC1(C(=O)OCC(=O)N2c3ccccc3Sc3ccccc32)CC1(Cl)Cl (stereo not drawn)	-0.9	1073	4.1	1.1	6.2	-2.9%	0.71	1583	1.7	0.029	1.3	-1.7	i	9	51	2	-6%	i
COc1nc(N/N=C/c2cc3c(cc2Br)OCO3)nc(N2CCOCC2)n1	u	x	2.4	1.9	10	42%	-1.5	1048	-0.6	-0.23	0.3	0.88	i	-24	12	-7	5%	i
O=C(c1ccc(N2CCN(CCO)CC2)nc1)N1CCOCC1	2.5	416	1.2	2.6	8.9	2.0%	2.1	1252	1.2	-0.16	0.27	-0.32	i	-16	-9	-10	-2%	i
CC(C)n1c(=O)[nH][nH]c1=S	-1.7	1120	x	x	x	-1.4%	x	x	0.61	-0.24	0.088	-0.068	x	x	x	x	-75%	i
O=C(Nc1cccnc1)c1ccc(COCC(F)(F)F)cc1	0.9	1138	2.3	2.5	4.7	-2.1%	-0.51	1806	-0.61	-0.26	-0.056	0.44	i	-7	29	-9	1%	i
O=C(O)COc1ccc2c(-c3ccccc3)cc(=O)oc2c1	-5.7	1156	4.8	2.4	5.3	1.7%	-0.96	928	0.23	-0.31	0.18	-0.11	i	2	x	x	1%	i
O=[N+]([O-])c1cccc(-c2nnc3ccc4ccccc4n23)c1	-2.0	1072	3.3	2.7	8.0	-2.1%	-0.41	1538	-0.3	-0.29	-0.41	0.73	i	-10	2	-28	30%	i
O=C(NCc1ccco1)C(C(=O)c1ccccc1)n1ccccc1=O (stereo not drawn)	-7.9	978	2.9	2.6	12	2.8%	-0.41	1177	2.8	0.069	1.5	-1.9	i	-46	-21	-11	2%	i
Cc1cccc(NC(=S)N2CCC(O)CC2)c1C	3.3	890	3.1	1.3	12	-1.8%	-0.97	1604	0.54	0.15	0.55	-0.75	i	25	0	2	u	i
Cc1ccccc1NC(=O)CCN1CCc2ccccc2C1	-1.0	1066	4.1	1.5	11	0.8%	-0.4	1445	-1.1	-0.27	-0.46	0.6	i	5	-22	-11	-8%	i

Looked up above:
Entry of O=C(NCc1ccco1)C(C(=O)c1ccccc1)n1ccccc1=O (stereo not drawn) in Dynein cargo inh cytoplasmic EGFP: 0.069
Entry of O=[N+]([O-])c1cccc(-c2nnc3ccc4ccccc4n23)c1 in WT yeast gro inh: 2
